Assay outcomes: PubChem BioAssay, NCI
bub3 – NCI yeast anticancer drug screen, S. cerevisiae bub3 mutant strain; 78,000 tested, 9.9% active; growth inhibition, % at 50 µM;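 note: 0% = growth of vehicle-only cultures of the same strain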
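Inhibition values come from growth of compound-treated mutant yeast normalised to vehicle-treated controls.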
mec2-1 – NCI yeast anticancer drug screen, S. cerevisiae mec2-1 strain. % growth inhibition at 50 µM. 79,000 tested, 9% active. AID 157, 2004;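 note: 0% = growth of vehicle-only cultures of the same strain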
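Cells of the genetically defined mec2-1 yeast strain are incubated with test compound. Inhibition of growth is calculated against vehicle-treated controls.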
yeast sgs1 mgt1 – NCI yeast anticancer drug screen, S. cerevisiae sgs1 mgt1 strain; % growth inhibition at 50 µM; 78,000 tested, 10% active; AID 161, 2004;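 note: 0% = growth of vehicle-only cultures of the same strain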
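This yeast growth screen uses a strain with defined DNA-repair lesions; compound-treated growth is compared with vehicle-treated growth.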
rad50 – NCI yeast anticancer drug screen, S. cerevisiae rad50 strain; % growth inhibition at 50 µM; 79,000 tested, 10% active; AID 155, 2004;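 note: 0% = growth of vehicle-only cultures of the same strain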
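Readout: growth inhibition relative to vehicle-treated cultures. Compound exposure was carried out in a genetically defined yeast strain deficient in DNA damage repair.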
cln2 rad14 – NCI yeast anticancer drug screen, S. cerevisiae cln2 rad14 strain. % growth inhibition at 50 µM. 78,000 tested, 8.3% active;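 note: 0% = growth of vehicle-only cultures of the same strain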
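The screen exposed genetically defined yeast (cln2 rad14) to test compounds and scored growth inhibition relative to vehicle-treated controls.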
mlh1 rad18 – NCI yeast anticancer drug screen, S. cerevisiae mlh1 rad18 strain. % growth inhibition at 50 µM. 79,000 tested, 11% active;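 note: 0% = growth of vehicle-only cultures of the same strain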
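Test agents were incubated with a yeast strain of defined genotype (DNA damage repair defect). Inhibition of growth was derived by comparison with vehicle-exposed cultures.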
Starred values were filed as active, the others as inactive; . = no result given; & = joins results of further samples. Cut-off read from the data, not from the text of the source: active = growth inhibition above about 70%; inactive = the rest.

cpd	mol	bub3	mec2-1	yeast sgs1 mgt1	rad50	cln2 rad14	mlh1 rad18
1	COc1c(OC(C)=O)c(Cl)cc(C=O)c1[N+](=O)[O-]	22	29	30	47	22	63
2	CCC(O)C(C)(C)[N+](=O)[O-] (stereo not drawn)	-1	-3	-3	3	-2	0
3	O=C1NC2(CCN(Cc3ccccc3)CC2)Nc2ccccc21	3	2	-10	-10	-24	-7
4	O=C1CCC(N2C(=O)C3C4c5ccccc5C(c5ccccc54)C3C2=O)C(=O)N1 (stereo not drawn)	-3	-7	20	29	-9	2
5	NN1C(=O)c2ccccc2C1=O	2	-4	-8	9	13	-3
6	CNc1nc(=S)nc(-c2ccccc2)s1	12	13	11	12	-8	-10
7	CC(C)NNC(N)=O	12	2	-1	0	-8	-6
8	CC(=O)C1CCC2C3CC=C4CC(O)CCC4(C)C3CCC12C (stereo not drawn)	37	18	24	26	45	47
9	COC(=O)CCC1CCCC(CCC(=O)OC)C1=O (stereo not drawn)	-1	5	-18	-5	-6	-3
10	Cc1ccc(S(=O)(=O)N/N=C/c2c(O)ccc3ccccc23)cc1	.	79*	.	80*	.	78*
11	CC1(C)C2CCC1(C)C(OC(=O)C1OC(O)C(O)C(O)C1O)C2 (stereo not drawn)	28	25	13	-1	-3	29
12	COc1ccccc1C=NC12CC3CC(CC(C3)C1)C2	-4	-13	3	-29	2	-17
13	C=CCC(OC(=O)Cc1ccccc1)c1ccc2c(c1)OCO2 (stereo not drawn)	32	14	20	33	1	-17
14	c1ccc2oc(-c3ccc(-c4nc5ccccc5o4)c4c3CC4)nc2c1	-4	-37	-2	41	-44	-13
15	CC1CNC(C)(C)O1 (stereo not drawn)	12	11	19	37	24	29
16	O=C(Nc1cccc(C(F)(F)F)c1)Oc1ccc(Cl)cc1C(=O)c1ccccc1	91*	93*	93*	90*	93*	91*
17	O=C(N=Nc1c(O)[nH]c2ccccc12)c1ccncc1	-7	2	-9	-11	-19	11
18	COc1ccc(/C=C/[n+]2ccccc2)cc1OC	11	5	4	-1	-14	-4
19	CC1(c2ccccc2)CO1 (stereo not drawn)	-15	-21	-8	-3	-11	4
20	S=C(Sc1nc2ccccc2[nH]1)Sc1nc2ccccc2[nH]1	9	-4	10	17	-35	25
21	CCOc1ccc(NC(=O)/C(=C\c2ccc(C)cc2)C(C)=O)cc1	-19&-2	-25&-2	4&3	8&-32	-8&-25	0&6
22	OC1CC2CCCCC2CC1C1CCCCC1 (stereo not drawn)	-24	-11	-7	4	-26	1
23	O=Cc1cc2c(c3ccccc13)C(=O)c1ccccc1-2	-12	0	-7	4	-12	-1
24	CS(=O)(=O)OC1CCCCC1c1ccccc1 (stereo not drawn)	-3	-1	16	10	0	9
25	CC(C)C(=O)Nc1cccc([N+](=O)[O-])c1	-7	-9	7	-2	-25	-8
26	N#Cc1c2ccccc2cc[n+]1Cc1ccc2c(c1)OCO2	24	-18	1	19	-38	8
27	O=C(OCC1C2CCC(C2)C1c1ccccc1)c1ccc([N+](=O)[O-])cc1 (stereo not drawn)	-3	8	-2	1	-23	10
28	CC(=O)NNc1nc(C)c(C(=O)/C=C/c2ccc(Cl)c(Cl)c2)s1	20	1	14	13	9	22
29	CC(=O)Nc1c(Nc2ccc3c(=O)[nH]ccc3c2C)cc[nH]c1=O	10	14	17	22	14	28
30	COC(=O)CC1(O)CCCCC1C1CCC(OC)CC1 (stereo not drawn)	17	8	7	4	12	-5
31	CN(C)c1ccc2nc3ccc(=N)cc-3sc2c1	-15	-19	19	5	7	22
32	COc1cccc(NC(=O)CC(=O)NN2C(=O)/C(=C/c3ccc(N(CCC#N)CCC#N)cc3)N=C2c2cc([N+](=O)[O-])ccc2Cl)c1	0	-5	16	17	-7	15
33	CC(=O)NC(Cc1c[nH]c2ccccc12)C(=O)O (stereo not drawn)	-36	-38	-31	-21	-23	-6
34	O=S(Cc1ccccc1)Cc1ccccc1	-4	12	-24	-33	-7	-13
35	CC1=[N+]([O-])C2(CCCC2)N(O)C1(C)C	-6	-1	10	-14	20	13
36	COC(C)(C)C1CC=C(C)CC1 (stereo not drawn)	-8	-18	-8	4	2	4
37	O=C1C=CC(=Nc2ccc3c(c2)C(=O)c2cc(F)ccc2-3)O1	1	-7	9	0	-2	5
38	O=c1[nH]c(=O)n(COCCO)cc1-c1ccccc1	-1	-6	2	-9	6	-3
39	CCOC(=O)Nc1cc(Nc2ccc(Cl)cc2)c2nc(-c3ccc(Cl)cc3)c(-c3ccc(Cl)cc3)nc2n1	-1	-1	36	45	21	9
40	Clc1cccc2c1OCC1C(c3ccccc3)=NN(c3ccccc3)C21 (stereo not drawn)	9	-9	-6	-2	7	-6
41	COc1ccc(C(=O)Cc2ccc3ccccc3n2)cc1	-11	17	-7	-5	-25	4
42	CC(C)(C)/C=C\C(=O)O	-1	13	-19	5	-26	-9
43	CCCCN(CCCC)C(=O)c1ccccc1C	57	11	8	9	-21	14
44	Oc1cccnc1/C=N/OCc1ccccc1	42	-17	3	1	21	-3
45	CC1(C)C(O)OC(O)C1(C)C (stereo not drawn)	37	29	58	69	24	61
46	O=C1CCCCC(=O)CCCC1	2	-7	-1	0	-9	11
47	CN(CCN(C)C(=O)CCn1cc(F)c(=O)[nH]c1=O)C(=O)CCn1cc(F)c(=O)[nH]c1=O	3	18	50	26	18	30
48	O=C(NCCc1ccccc1)/C(=C\c1ccc(Cl)cc1Cl)NC(=O)c1ccccc1	4	-6	2	2	-6	14
49	c1ccc([P+](CC[P+](c2ccccc2)(c2ccccc2)c2ccccc2)(c2ccccc2)c2ccccc2)cc1	-12	-16	-1	-12	-32	-16
50	NC(=O)N/N=C/C1CCCCC1	8	-12	-2	17	12	18
51	O=[N+]([O-])c1ccc(NS(=O)(=O)c2ccc(Cl)c(Cl)c2)cc1	64	57	50	47	41	47
52	Nc1cc2c(cc1/C=C(\C(=O)O)c1ccccc1)OCO2	-6	-9	56	52	-25	15
53	CCCOC(=O)c1cc(C(=CCC[C@H]2CC[C@@]3(C)[C@@H](CC[C@@H]4[C@@H]3CC[C@]3(C)[C@@H](C(C)CCCC(C)C)CC[C@@H]43)C2)c2cc(Cl)c(O)c(C(=O)OCCC)c2)cc(Cl)c1O (stereo partly drawn)	-4	-9	-1	9	6	-45
54	CNc1nc(Cl)nc2c1nc(SC)n2-c1ccccc1	18	-18	4	7	-13	17
55	Nc1ccc(C(=O)CC(N)C(=O)O)cc1O (stereo not drawn)	7	21	-7	-10	-18	11
56	CCOC(=O)CC(=O)Nc1cccc2sc3ncccc3c(=O)c12	1	-53	-4	-35	15	0
57	CC(=O)[CH-]C(=O)c1ccccc1.CC(=O)[CH-]C(=O)c1ccccc1.CC[C@H](/C=C/C(C)[C@H]1CCC2[C@@H]3CC=C4C[C@@H]([O-])CC[C@]4(C)C3CC[C@@]21C)C(C)C.CC[C@H](/C=C/C(C)[C@H]1CCC2[C@@H]3CC=C4C[C@@H]([O-])CC[C@]4(C)C3CC[C@@]21C)C(C)C.Cl.[Ti+4] (stereo partly drawn)	25	3	19	8	-12	10
58	COC(=O)/C(=N\NC(C)(C)C)C(C(=O)C(=O)Nc1cc(C)ccc1C)c1nc2ccccc2[nH]c1=O (stereo not drawn)	-8	-7	-2	-19	19	-18
59	COc1cc(CN2CCCCC2)c(O)c(CN2CCCCC2)c1C	-2	-14	3	-7	-68	-16
60	Nc1nc2nn(-c3ccc(C(=O)NC(CCC(=O)O)C(=O)O)cc3)nc2c(=O)[nH]1 (stereo not drawn)	9	3	13	7	30	-1

(next part)
cpd	mol	bub3	mec2-1	yeast sgs1 mgt1	rad50	cln2 rad14	mlh1 rad18
61	O=C(Nc1nc2ccc([N+](=O)[O-])cc2s1)C(F)(F)C(F)(F)F	29	30	5	25	23	20
62	O=S1(=O)C=C(c2ccccc2)C1	4	-2	-20	-8	-33	9
63	CCCCOC(=O)N[C@H]1CCc2cc(OC)c(OC)c(OC)c2-c2ccc(SC)c(=O)cc21	78*	53	82*	82*	58	93*
64	O=C(Oc1cc(Cl)c(Cl)cc1Cl)c1ccco1	85*	-5	24	-2	-10	-1
65	NCCNc1nc(NCCN)nc(N(CCN)CCN)n1	-17	-5	8	5	9	4
66	COc1ccc(C)cc1S(=O)(=O)c1ccc(C)cc1[N+](=O)[O-]	23	-3	2	7	35	-15
67	Cc1cccc(N(CCOS(C)(=O)=O)CCOS(C)(=O)=O)c1	-5	-2	14	-9	-47	-11
68	CCN(CC)CCNc1ccc([N+](=O)[O-])c2nc3ccc(OC)cc3c(NCCN(CC)CC)c12	35	22	25	54	23	13
69	CC(=O)c1ccc(Br)cc1NC1=CC(=O)c2ncccc2C1=O	90*	91*	89*	87*	88*	87*
70	Cc1cnc2ccc(C)c([N+](=O)[O-])c2c1NCCCN(C)C	-34	-3	-7	14	-8	15
71	CCCCCCCCCCCn1cnc2c(=S)nc[nH]c21	-21	5	-17	0	21	-21
72	CC(C)(O)CCC(=O)[C@](C)(O)[C@H]1[C@H](O)C[C@@]2(C)[C@@H]3CC=C4[C@@H](C[C@@H](O)[C@@H](O)C4(C)C)[C@]3(C)C(=O)C[C@]12C	-13	-19	-12	-5	-12	-21
73	S=C(NCc1ccccn1)N/N=C/c1ccccn1	90*	84*	90*	76*	90*	91*
74	Cc1c(C2CCC(=O)C2)c2ccccc2n1C (stereo not drawn)	2	-23	-5	-3	15	4
75	CC(C)NC(=O)C1C2C=CC(CC2)C1C(=O)NC(C)C (stereo not drawn)	11	20	23	6	-6	10
76	CC1C2(C)OCC(C#N)(C(=N)O2)C1(C#N)C#N (stereo not drawn)	-40	12	-44	21	-18	4
77	Oc1ccc(CNCc2ccccc2)c2cccnc12	98*	97*	96*	98*	95*	98*
78	CN(C)Cc1cc(N=Nc2ccc(Cl)cc2)ccc1O	37	7	19	27	15	46
79	CCCc1nc2ccc(C)cc2[nH]1	-2	-9	-18	8	-11	8
80	Cc1ccc(S(=O)(=O)OC(c2ccc(Cl)cc2)C(F)(F)F)cc1 (stereo not drawn)	3	-23	-1	8	22	18
81	Cc1ccc(Sc2cc([N+](=O)[O-])cc(Sc3ccc(C)cc3)c2Sc2ccc(C)cc2)cc1	1	-25	10	22	5	-12
82	O=C1NC(c2cccc(OCc3ccccc3)c2)Nc2ccccc21 (stereo not drawn)	68	78*	64	84*	33	65
83	Cc1nc[nH]c(=O)c1N	8	-2	9	1	1	-5
84	CCN(C(=S)Nc1cccc(C(F)(F)F)c1)c1ccccc1	41	23	49	38	14	23
